AddAB inh: growth inhibition of E. coli expressing H. pylori AddAB, primary screen, AddAB inhibitor project, absorbance. 330,000 compounds, 0.29% hits. inhibition, % at 11.9 µM. AID 435030, 2010; in the data active means inhibition above about 12%;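 further: 0% = vehicle wells of infected cells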
PKA-R1A activ: activators of PKA-R1A holoenzyme, primary screen, biochemical, fluorescence polarization, Cy5-IP20, bovine R1A, mouse PKAc; 340,000 compounds, 0.083% hits; AID 504707, 2011; PKA-R1A dissociation; scaled: DMSO 0%, 113 µM cGMP 100%; activation, % at 11.4 µM; cAMP-dependent protein kinase type I-alpha regulatory subunit (Bos taurus) + …;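 active means percent activation above the mean of all tested compounds plus 3 SD, cut at about 19% in these data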;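 further: higher means more PKAc released from R1A so a rise in polarization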
OPRM1-OPRD1 ag: agonists of OPRM1-OPRD1 heterodimerization, primary screen, cell-based, luminescence; activation, % at 9.3 µM; Mu-type opioid receptor (Homo sapiens) + Delta-type opioid receptor (Homo sapiens), …; 340,000 compounds, 0.3% hits; cells; in the data active means activation above about 18%;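 further: 0% = vehicle-treated cells and 100% = reference agonist; values of inactives mirror those of a sister screen read the other way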
SUMO Mot1 rescue: yeast Mot1-301 growth rescue at high temperature, primary screen, SUMOylation pathway inhibitor project, S. cerevisiae, ATP luminescence, 38.5C; S. cerevisiae Mot1-301 growth rescue; percent above DMSO median, 100 means doubled; growth rescue, % at 18.8 µM; 320,000 compounds, 1% hits; AID 2716, 2010;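 active means every valid replicate shows activation above 250% relative to neutral control wells; inactive means the rest, any valid replicate at or below 250%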;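 further: OY570 slx delta 5 strain wells were the positive control but not used for scaling; some compounds called inactive have numbers as strong as hits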
OPRM1-OPRD1 inv: inverse agonists of MOR-DOR heterodimerization, primary screen, cell-based, luminescence | cell-based MOR-DOR heterodimer luminescence, inverse agonism | inhibition, % at 9.3 µM | 340,000 compounds, 0.21% hits; in the data active means inhibition above about 22%, passing the limit was not always enough;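 further: 0% = cells with DMSO and 100% = wells without cells with DMSO; values of inactives mirror those of a sister screen read the other way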
phage Ecoli inh: growth loss of phage-infected E. coli, primary screen, RecBCD inhibitor project, absorbance, with phage, HTS | inhibition, % at 11.9 µM | 360,000 compounds, 0.26% hits | AID 651602, 2012; in the data active means inhibition above about 11%
DSG3 Ab inh: inhibitors of pemphigus antibody binding to DSG3, primary screen, biochemical, bead-based, flow cytometry, scFv-GFP. DSG3-coupled beads, scFv-anti-DSG3-GFP binding; stronger effect = lower value. Desmoglein-3 (Homo sapiens), P32926. binding (percent of control), % at 10 µM. AID 588358, 2011. 310,000 compounds, 0.48% hits;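 active means binding more than 3 SD below its plate's average and above zero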; further: some compounds called inactive have numbers as strong as hits
Target sequence (P32926 whole entry, looked up): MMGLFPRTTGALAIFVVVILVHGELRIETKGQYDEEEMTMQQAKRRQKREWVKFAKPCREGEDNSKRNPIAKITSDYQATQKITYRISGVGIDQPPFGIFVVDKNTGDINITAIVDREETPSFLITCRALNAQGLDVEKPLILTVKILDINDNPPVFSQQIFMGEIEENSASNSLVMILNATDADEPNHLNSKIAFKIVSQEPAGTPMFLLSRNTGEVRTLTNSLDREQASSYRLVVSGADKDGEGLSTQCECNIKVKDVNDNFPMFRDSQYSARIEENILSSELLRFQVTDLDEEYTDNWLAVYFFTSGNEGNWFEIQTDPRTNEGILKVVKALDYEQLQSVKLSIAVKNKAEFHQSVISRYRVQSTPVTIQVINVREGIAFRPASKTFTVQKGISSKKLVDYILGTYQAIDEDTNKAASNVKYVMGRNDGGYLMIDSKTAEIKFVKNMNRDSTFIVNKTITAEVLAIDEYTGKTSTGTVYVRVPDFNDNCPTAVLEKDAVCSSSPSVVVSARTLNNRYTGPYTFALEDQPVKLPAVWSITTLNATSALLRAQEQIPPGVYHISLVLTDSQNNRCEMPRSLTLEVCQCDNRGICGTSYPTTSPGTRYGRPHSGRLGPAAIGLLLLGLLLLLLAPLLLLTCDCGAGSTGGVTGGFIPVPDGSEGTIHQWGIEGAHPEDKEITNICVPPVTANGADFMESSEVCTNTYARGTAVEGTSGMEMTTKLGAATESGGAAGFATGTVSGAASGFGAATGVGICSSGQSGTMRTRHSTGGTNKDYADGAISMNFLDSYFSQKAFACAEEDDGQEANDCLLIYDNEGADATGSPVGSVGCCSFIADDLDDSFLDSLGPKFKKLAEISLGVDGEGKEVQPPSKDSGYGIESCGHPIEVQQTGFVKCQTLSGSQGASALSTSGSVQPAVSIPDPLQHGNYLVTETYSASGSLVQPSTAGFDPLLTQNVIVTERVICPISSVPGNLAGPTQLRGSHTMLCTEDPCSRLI
HTR5A ag ctr: HTR5A agonists in luminescence cell assay, primary screen, counter-screen for OPRM1-OPRD1 heterodimer agonist project, full-deck HTS; 340,000 compounds, 0.61% hits; cell-based; 5-hydroxytryptamine receptor 5A (Homo sapiens), P47898; activation, % at 9.3 µM; in the data active means activation mostly above about 9.5%, no sharp cut-off; inactive means mostly below about 7.6%;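 further: 0% = cells with vehicle only and 100% = reference agonist; strong numbers were not always called active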
PfHsp90 yeast 2: growth inhibition of PfHsp90-expressing yeast, primary screen, antimalarial PfHsp90 inhibitor project, S. cerevisiae, BacTiter-Glo luminescence, single point, set 2; BacTiter-Glo ATP, 48 h; yeast lacking PDR1 and PDR3 efflux regulators; 310,000 compounds, 0.32% hits; AID 504621, 2011; inhibition, % at 9.4 µM;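 active means every replicate shows inhibition above about 80%, whatever the replicate mean, limit read from the data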;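 further: 0% = DMSO neutral controls and 100% = 20 µM radicicol positive controls; yeast relying on Plasmodium falciparum Hsp90 in place of its own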
Ecoli viability: E. coli V3065 growth inhibition, primary screen, counter-screen for AddAB inhibitor project, absorbance, OD600; inhibition, % at 11.9 µM; 330,000 compounds, 0.27% hits; 18 h;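 active means inhibition above the campaign's mean inhibition across all tested compounds plus 3 SD, cut at about 9.9% in these data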;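 further: uninfected addAB+ strain grown without phage in ampicillin broth; 0% = DMSO wells and 100% = ciprofloxacin 0.95 µg/ml wells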
HTR5A inv ctr: HTR5A inverse agonists in luminescence cell assay, primary screen, counter-screen for OPRM1-OPRD1 heterodimer inverse agonist project, full-deck HTS; 340,000 compounds, 0.083% hits; AID 504634, 2011; inhibition, % at 9.3 µM; 5-hydroxytryptamine receptor 5A (Homo sapiens), P47898; HTR5A cell line, inverse agonism; in the data active means inhibition mostly above about 23%, no sharp cut-off; inactive means mostly below about 18%;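 further: 0% = cells with DMSO and 100% = no-cell wells with DMSO; some compounds called inactive have numbers as strong as hits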
* = called active by the depositor; x = not tested or not shown; & = joins results of further samples.

SMILES	AddAB inh	PKA-R1A activ	OPRM1-OPRD1 ag	SUMO Mot1 rescue	OPRM1-OPRD1 inv	phage Ecoli inh	DSG3 Ab inh	HTR5A ag ctr	PfHsp90 yeast 2	Ecoli viability	HTR5A inv ctr
CN1C(=O)N(CC(=O)NCc2ccc(Cl)cc2Cl)C(=O)C12CCCCC2	2.1	-2	-1.5	-11	6	2.4	99	4	-23	0.9	-11
CC(=O)Nc1ccc(S(=O)(=O)N2CCC(C(=O)NCc3cccnc3)CC2)cc1	1.6	-3	-0.9	55	4	2.6	93	0	-6	0.0	5
CN(C)CCn1c2c(c(SCC(=O)Nc3nccs3)nc1=O)CCCC2	2.4	-7	-0.6	-6	4	-0.4	105	4	-22	1.4	-13
Cc1ccc(COc2ccc(/C=N/O)cc2)cc1	2.6	1	9.1	1	-50	2.1	132	5	-31	-0.1	-24
O=C(NCCCCO)c1ccc2c3c(cccc13)CC2	-1.1	-1	-1.9	-14	10	2.0	107	0	-18	1.4	-1
O=C(CCn1ccnc1)Nc1ccc2ccccc2c1	-1.1	4	-3.7	-5	17	3.4	114	-8	12	1.5	19
C=CCNC(=S)NNc1nc(N2CCCC2)nc(N2CCCC2)n1	1.3	5	-2.5	-3	12	1.9	123	6	6	1.0	-19
Cc1ccc(NC(=O)CCC(=O)OCC(=O)c2ccc(Oc3ccc([N+](=O)[O-])cc3)cc2)cc1	4.1	4	-2.6	6	12	3.2	80	-2	8	2.6	10
O=[N+]([O-])c1ccc(/C=N/NS(=O)(=O)c2ccc(Cl)cc2)o1	96*	-7	-0.2	39	1	7.9	133	-2	12	22*	4
CC(=O)Nc1sc(N/N=C\c2ccco2)nc1-c1cccs1	-1.8	-2	1.6	4	-8	-0.4	111	-3	28	-2.6	-1
Cc1ccccc1NC(=O)Cc1nc(COC(=O)CSc2ccccc2)cs1	1.8	15	0.2	241	-1	1.4	103	-2	-15	1.6	6
Cc1ccc(C)c(NC(=O)CC2Sc3ccccc3NC2=O)c1 (stereo unspecified)	x	10	0.5	x	-2	0.4	92	5	13	x	-18
CCOc1ccc(Oc2ccc(C(F)(F)F)cc2NC(=O)C2=COCCO2)cc1	2.0	-6	3.6	-2	-16	2.9	105	-1	-6	-1.9	2
Cc1ccccc1N=C(N)Nc1ccccc1C	4.2	-4	-1.3	-12	7	1.0	99	0	16	-1.0	0
CC(C)(C)C1CCc2onc(C(=O)NCc3ccc(F)cc3)c2C1 (stereo unspecified)	1.5	-8	5.6	-1	-30	0.5	106	5	-31	-0.7	-18
Cc1ccc(S(=O)(=O)c2c(C)cc(C)nc2Oc2cccc(C)c2C)cc1	1.8	-13	-2.3	18	10	1.7	114	2	14	-0.3	7
Cc1ccc(C)c(S(=O)(=O)N2CCCOC2CNC(=O)C(=O)NCc2ccccc2)c1 (stereo unspecified)	0.7	-4	-0.5	-3	2	2.1	109	1	-7	-0.1	-2
COc1ccc(CN(C)CC(=O)Nc2cccc3ccccc23)cc1F	4.4	2	0.6	-10	-3	1.2	120	0	9	-3.5	-1
CCOc1ccccc1NC(=O)N1CCCC(c2nc(-c3ccc(C)o3)no2)C1 (stereo unspecified)	2.6	10	0.4	-22	-3	1.5	89	0	11	0.5	0
O=C(Cc1cccs1)NCCN1CCOCC1	0.9	9	2.4	-9	-12	2.8	x	6	23	-1.6	-31
Brc1ccc(-c2nnc(-c3ccco3)o2)cc1	0.0	-15	-1.1	5	5	4.1	112	0	0	1.5	-1
COc1ccc(CCC(=O)Nc2ccc(Cl)c(S(=O)(=O)N3CCCC3)c2)cc1	2.2	-4	3.1	-7	-15	3.5	91	10	-8	-2.9	-31
CSCCC(NC(=O)c1ccccc1Cl)C(=O)Nc1cccc(S(=O)(=O)N2CCCC2)c1 (stereo unspecified)	-1.2	-13	0.2	76	-1	-1.0	119	-2	-31	-0.6	5
CN(C)C=NC(=O)c1cc(C(=O)c2ccccc2)c[nH]1	2.1	-7	-2.2	669	13	4.7	104	4	-2	2.1	-10
CCCSc1nnc(NC(=O)Nc2ccc(C)cc2)s1	2.4	x	x	-8	x	3.5	98	x	4	1.4	x

Looked up above:
Result for `CN(C)C=NC(=O)c1cc(C(=O)c2ccccc2)c[nH]1` under OPRM1-OPRD1 inv: 13
Result for `CCCSc1nnc(NC(=O)Nc2ccc(C)cc2)s1` under DSG3 Ab inh: 98

Continuation:
SMILES	AddAB inh	PKA-R1A activ	OPRM1-OPRD1 ag	SUMO Mot1 rescue	OPRM1-OPRD1 inv	phage Ecoli inh	DSG3 Ab inh	HTR5A ag ctr	PfHsp90 yeast 2	Ecoli viability	HTR5A inv ctr
O=C(Nc1ccc2c(c1)OCO2)NC1CCN(Cc2ccccc2)CC1	0.4	5	1.3	455	-7	x	108	0	-4	0.5	12
O=C(O)c1ncn(Cc2ccc(Br)cc2)c1C(=O)O	0.6	11	-2.3	19	12	0.5	84	-4	29	2.6	11
CCN1CCN(c2ccc(S(=O)(=O)N3CCCCC3)cc2NC(=O)/C=C/c2ccc([N+](=O)[O-])cc2)CC1	1.0	-13	4.4	20	-28	4.5	105	0	x	-2.0	1
COc1nc(Oc2ccc(=O)n(C)n2)nc(N(C)C)n1	0.9	2	-0.9	1	5	1.9	100	-3	8	3.1	10
Fc1ccc(Nc2nc(N3CCOCC3)c3ccccc3n2)cc1	4.1	-15	1.6	88	-9	3.0	102	2	-3	0.9	-13
CCOC(=O)Cc1nc(-c2cccc(C(F)(F)F)c2)no1	-2.5	-6	0.8	-11	-4	2.3	103	6	8	-0.8	-14
Cc1cc(C)nc(N2C(=O)CC(C(=O)O)NC2=NCCc2c[nH]c3ccccc23)n1 (stereo unspecified)	1.3	-1	-0.8	x	5	2.6	96	0	25	1.8	-1
CCOC(=O)C1=C(C)NC(SCC(N)=O)=C(C#N)C1c1cccs1 (stereo unspecified)	-1.9	-11	-1.9	-19	9	3.3	107	2	8	-1.2	-6
O=C(Nc1ccc(S(=O)(=O)NC2=NCCCCC2)cc1)c1cccc(S(=O)(=O)N2CCOCC2)c1	-1.1	-9	-2.3	14	12	1.2	87	-2	x	-0.8	8
O=C(NNS(=O)(=O)c1ccc2ccccc2c1)C1CCN(Cc2ccccc2)CC1	-0.2	-3	-1.2	-6	7	1.5	104	-1	x	0.6	-12
O=S(=O)(c1ccc(Cl)cc1)N1CCN(C(=S)Nc2ccccc2F)CC1	6.8	1	-3.1	38	15	0.9	114	-3	x	-0.2	-18
CCN1CCN(C(c2cccnc2)c2c(NC(=O)c3ccco3)sc(C)c2C)CC1 (stereo unspecified)	-0.4	-5	-3.7	x	16	1.8	99	-2	-4	-2.1	4
O=C(NCCCn1ccnc1)/C(=C/c1cccs1)NC(=O)c1ccco1	0.3	2	-3.4	-17	17	3.2	102	-3	-4	0.7	9
N#Cc1cc2nc(O)c(O)nc2cc1[N+](=O)[O-]	-1.6	-5	0.8	6	-4	2.2	89	-1	8	1.3	3
COc1ccc(-c2cc(-c3cccs3)c(C#N)c(SCC(=O)NCc3ccccc3)n2)cc1	1.5	-4	-2.7	-1	16	1.1	109	-5	10	-0.9	-10
COc1cc(OC)c(S(=O)(=O)NCc2ccco2)cc1S(=O)(=O)NCc1ccco1	-1.7	-11	-2.5	21	14	-0.4	110	7	4	0.3	-7
O=C1c2ccccc2NC(c2ccccc2)N1/N=C/c1ccccc1 (stereo unspecified)	5.0	8	-0.1	-20	1	2.1	101	-2	9	-3.0	13
CCCn1c(SCC(=O)N2CCCCC2)nnc1C(C)C	-2.8	-3	-0.6	-2	3	3.0	103	-2	-21	0.3	5
CCOc1ccc(S(=O)(=O)N/N=C(\C)c2ccc(OC)cc2OC)cc1	0.8	-9	-3.0	19	14	3.7	92	11	-14	-0.9	-13
Cc1cccc(C)c1NC(=O)C1(NC(=O)Cn2cccc([N+](=O)[O-])c2=O)CCCCC1	2.2	-6	-1.1	-6	6	1.7	x	0	0	0.3	42
Cc1ccc(SCCC(=O)NCc2ccncc2)cc1	2.5	-6	-1.3	5	7	2.9	91	1	-4	2.2	-3
COc1nc(NCc2cccnc2)nc(OC)n1	-0.3	-1	-0.5	-7	2	-0.2	102	7	41	1.0	4
CCC1CCCCN1C(=O)c1ccc([N+](=O)[O-])o1 (stereo unspecified)	6.9	5	2.2	-21	-12	-0.5	107	-1	30	2.7	3
CCCCOC(=O)c1ccc(N2C(=O)CC(N3CCN(C/C=C/c4ccccc4)CC3)C2=O)cc1 (stereo unspecified)	-1.7	2	2.1	-18	-11	2.2	108	0	x	-2.0	0
CN(Cc1cnc2nc(N)nc(N)c2n1)c1ccc(C(=O)N[C@@H](CCC(=O)O)C(=O)O)cc1	-4.6&-0.9	-3&-13	-2.0&-1.8	-8&8	11&9	2.9&3.5	109	1&1	-69&-42	0.9&1.5	13&-5
The listing continues.
SMILES	AddAB inh	PKA-R1A activ	OPRM1-OPRD1 ag	SUMO Mot1 rescue	OPRM1-OPRD1 inv	phage Ecoli inh	DSG3 Ab inh	HTR5A ag ctr	PfHsp90 yeast 2	Ecoli viability	HTR5A inv ctr
O=c1[nH]cnc2scc(-c3ccccc3)c12	-2.0	-6	-1.2	1	7	3.1	76	-5	14	2.2	12
Cc1ccc(-n2c(-c3ccncc3)n[nH]c2=S)c(C)c1	-1.6	3	-1.1	-5	7	1.7	83	-4	7	-2.0	6
Cc1ccccc1OCCn1cc(/C(N)=N/O)c2ccccc21	3.7	-9	0.8	-2	-4	4.2	90	6	-2	1.6	5
CCOc1cc(C(=O)NCc2ccc(F)cc2)ccc1OCC(=O)N1CCCCC1	-0.8	4	-4.2	-5	18	0.5	x	7	3	-2.2	-19
Cc1cc(C)cc(N(C(C)C(=O)NCc2ccc3c(c2)OCO3)S(C)(=O)=O)c1 (stereo unspecified)	2.7	-6	1.6	-5	-8	2.6	99	1	14	0.3	-10
O=C(CSc1nnc(COc2ccccc2)n1Cc1ccco1)Nc1ccc2c(c1)OCCO2	3.1	10	-3.6	-5	21	2.2	112	3	-20	1.9	-21
Cc1cc[n+](CC2OCc3ccccc3CO2)cc1	-0.6	-4	-2.1	177	11	2.3	111	9	7	-1.0	-8
N#Cc1c(NC(=O)CN2CCCCC2)sc2c1CCC2	5.0	3	1.5	2	-7	1.4	x	3	0	-1.2	10
Cc1ccc(S(=O)(=O)CC(=O)Nc2ccc(S(=O)(=O)Nc3ccccn3)cc2)cc1	1.9	0	0.8	-11	-4	4.8	98	4	-2	2.9	9
